IL-1B inflam inh: blocks inflammasome-driven IL-1 beta release. THP-1 LPS/ATP IL-1B secretion, AlphaLISA, 16 h; stronger effect = lower value. activity change, % at 57.5 µM. 360,000 tested, 4.7% active. AID 743279; in the data active means activity change below about -50%; inconclusive means mostly about -30% to -49%; further: on the % scale 0 is the no-effect control and ±100 the full control effect
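Secreted IL-1B measured by AlphaLISA bead assay after 16 h compound exposure of THP-1 cells; compounds (final up to 57.5 uM) added 1 h before LPS (250 ng/mL) and ATP (1.25 mM) stimulation; lower signal means less secretion.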
Nrf2 block: inhibitors of Nrf2 signaling; A549 ARE-Fluc reporter, luciferase luminescence, 18-24 h; Potency, µM (highest dose often 46 µM), inactives show top-dose activity change, negative = inhibition, actives largely listed as inhibitors; 360,000 tested, 2.1% active; AID 504444; further: potency means the concentration at half of the fitted maximal effect; on the % scale 0 is the no-effect control and ±100 the full control effect; nearly all actives have a fitted effect of over 60% in size
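Nrf2 function is reported as luminescence of an ARE-controlled luciferase in A549 cells. Compounds were tested at several concentrations, and a CellTiter-Fluor read on the same wells flagged cytotoxicity.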
A549 tox: counter-screen for Nrf2 inhibitors: cytotoxicity in A549 cells | A549 ARE-Fluc cells, CellTiter-Fluor viability, 18-24 h | Potency, µM (highest dose often 46 µM), inactives show at the top dose activity change, negative = cytotoxicity, most hits filed as inhibitors | 390,000 tested, 0.16% active | AID 504648; further: potency means the concentration at half of the fitted maximal effect; on the % scale 0 is the no-effect control and ±100 the full control effect
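A549 ARE_Fluc cells in 5% FBS OPTI-MEM were exposed to compounds in concentration-response for 18-24 h at 37 deg C. Viability was read by CellTiter-Fluor fluorescence (Ex 405/Em 525) after 30 min, before the luciferase read.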
TGFb SMAD3 inh: blocks TGF-b signaling | HepG2 CAGA-GFP TGF-b/SMAD3 reporter, GFP fluorescence, 18 h; TGF-beta stimulated, 500 pg/mL final | Potency, µM (highest dose often 46.1 µM), for the others: top-dose activity, negative = inhibition, actives largely listed as inhibitors | 410,000 tested, 1.2% active; further: potency means the concentration at half of the fitted maximal effect; on the % scale 0 is the no-effect control and ±100 the full control effect; nearly all actives have a fitted effect of over 65% in size
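Read-out: total well GFP (ex488/em500-530) summed from mean per-cell fluorescence. Cells: HEPG2 CAGA-GFP, 1% FBS DMEM, 18 h at 37 degrees C with 500 pg/mL final TGF-beta. Unstimulated wells served as the full-inhibition control; stimulated DMSO wells = 0%.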
ATXN2 expr inh: inhibitors of ATXN2 expression. HEK-293 ATXN2-luciferase reporter, luminescence, 24 h. Potency, µM (titrated, usually from 57 µM), inactives show at the highest dose activity change, negative = inhibition, actives largely listed as inhibitors. 360,000 tested, 0.72% active; further: potency means the concentration at half of the fitted maximal effect; on the % scale 0 is the no-effect control and ±100 the full control effect; nearly all actives have a fitted effect of over 55% in size
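ATXN2-luciferase reporter cells (luciferase flanked by upstream and downstream ATXN2 gene portions) were treated 24 h at 37 °C with compounds at up to 57 uM. SteadyGlo luminescence gave expression; GF-AFC fluorescence gave viability.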
MCF10A rereplic: inducers of DNA re-replication in MCF 10A breast cells. MCF 10A DNA re-replication, Hoechst nuclear intensity, 48 h. Potency, µM (titrated, usually from 46.1 µM), without a hit: top-dose activity, positive = re-replication, actives largely listed as activators. 350,000 tested, 2.9% active; further: potency means the concentration at half of the fitted maximal effect; % of control where 0% means no effect; nearly all actives have a fitted effect of over 50% in size
HepG2 viability: kills HepG2 cells in TGF-b inhibitor counter-screen | HepG2 CAGA-GFP viability, ATP luminescence, 18 h | Potency, µM (doses to about 46.1 µM), without a hit: at the top dose activity change, negative = cytotoxicity, actives largely listed as cytotoxic | 410,000 tested, 0.76% active; further: potency means the concentration at half of the fitted maximal effect; some results filed as inactive show a strong effect at the top dose
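HepG2 CAGA-GFP cells (1000/well, DMEM with 1% FBS) received compound, then TGF-beta at 500 pg/mL final, and were incubated 18 hours at 37 degrees C. Viability was read by CellTiter-Glo luminescence. Media-only wells were set as complete cell-killing and DMSO as no toxicity.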
S2 tox: cell viability loss in ATXN counter-screen; S2 cells (HEK-293 line with an ATXN2-luciferase reporter) viability, CellTiter-Fluor protease fluorescence, 24 h; Potency, µM (highest dose often 56.7 µM), hits mostly cytotoxic; 400,000 tested, 0.49% active; further: potency means the concentration at half of the fitted maximal effect; nearly all actives have a fitted effect of over 40% in size
Nrf2 ARE act: activates Nrf2 signaling; AREc32 ARE-luciferase reporter (MCF7-derived line), luminescence, 24 h; 410,000 tested, 0.31% active; AID 624171; Potency, µM (highest dose often 46.1 µM), inactives show at the highest dose activation, actives largely listed as activators; further: potency means the concentration at half of the fitted maximal effect; % of control where 0% means no effect; nearly all actives have a fitted effect of over 65% in size
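Reporter line AREc32 (ARE-Fluc), seeded overnight in OPTI-MEM with 5% FBS; compound pin-transferred, 24 hr at 37 deg C, 5% CO2; luminescent read-out.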
An asterisk follows results filed as active; i = inactive; ? = inconclusive; . = no result given; [ ] = remark or other dose. Unless noted, the call rests on the fitted dose curve; in most records, active means well fitted curve in the direction sought with a large enough effect; inconclusive means small, poorly fitted or top-dose-only effect, or another doubt; inactive means no such curve, though single readings can be large; an effect the other way counts as inactive or inconclusive.

1) O=C(COc1ccc2ccccc2c1)NC1CC(=O)N(c2cccc(F)c2)C1 (stereo unspecified)
2) CCCOc1c(Cl)cc(/C=N/O)cc1OCC
3) Cc1ccc(/C=C2/SC(=S)N(C3CCCCC3)C2=O)o1
4) COc1cccc(Nc2nc(C(N)c3ccccc3)cs2)n1 (stereo unspecified)
5) CCc1ccc(S(=O)(=O)NC(=S)NC2CCCCC2)cc1
6) CCN1C(=O)c2ccccc2Sc2ccc(NC(=O)c3ccc(C)c(F)c3)cc21
7) CCOC(=O)[C@]12CCC=C1N(Cc1ccco1)C(=O)[C@H](CC(=O)NCc1ccc(OC)c(OC)c1)C2
8) CCCC(=O)Nc1cc(C(=O)O)ccc1Sc1ccc(C)cc1

Screen / compound no.,1,2,3,4,5,6,7,8
IL-1B inflam inh,.,-11,-6,-71*,-2,.,5,-4
Nrf2 block,.,.,2%,.,-13%,.,.,2%
A549 tox,15%,13%,-15%,.,6%,-20%,.,3%
TGFb SMAD3 inh,?,12%,0%,?,2%,-21%,.,12%
ATXN2 expr inh,.,-10%,1%,-27%,-2%,-3%,1%,-18%
MCF10A rereplic,.,?,0%,.,14%,.,.,-14%[9.22 µM]
HepG2 viability,-9%,-10%,-12%,-55%,-9%,-2%,.,8%
S2 tox,.,i,i,i,i,i,i,?
Nrf2 ARE act,2.3%,-0.2%,0.7%,11%,0.7%,0.8%,-0.6%,0.0%

9) COc1ccc(N2CC(NC(=O)c3ccco3)CC2=O)cc1OC (stereo unspecified)
10) S=C1N(c2ccccc2)C(c2ccc(Br)cc2)N2CCCN12 (stereo unspecified)
11) O=C(NNC(=O)C1CCN(S(=O)(=O)c2ccc(Cl)cc2)CC1)c1ccccc1O
12) C=CCn1c(=O)c2c3c(sc2n2c(Nc4ccccc4)nnc12)CCCC3
13) CC1=CC(C)(C)N2C(=O)C3(C(C#N)=C(N)Oc4cc(C)oc(=O)c43)c3cccc1c32 (stereo unspecified)
14) CCN(CC(=O)NCc1cccs1)C(=O)COc1ccc(C(N)=O)cc1
15) Cc1ccc(-c2csc(N3CCC[C@@H]3C(=O)NCCn3c(C(F)(F)F)nc4ccccc43)n2)cc1
16) CCOc1ccc(/C=N/NC(=O)CSc2n[nH]c(=O)[nH]c2=O)cc1OC

Screen / compound no.,9,10,11,12,13,14,15,16
IL-1B inflam inh,.,-24,71,-19,-5,7,-12,7
Nrf2 block,.,-6%,5%,-10%,.,-3%,?,11%
A549 tox,-2%,0%,1%,-1%,-12%,-5%,-12%,1%
TGFb SMAD3 inh,2%,9%,?,?,-2%,-1%,?,-1%
ATXN2 expr inh,10%,-13%,?,0%,-29%,6%,?,-4%
MCF10A rereplic,.,-1%,1%,2%,0%,-1%,?,0%
HepG2 viability,0%,2%,-33%,-17%,-41%,-4%,-4%,-1%
S2 tox,i,i,?,i,i,i,?,i
Nrf2 ARE act,-0.9%,0.2%,-2.6%,2.7%,2.2%,-0.8%,5.6%,-0.9%

17) Cc1cccc(C)c1OCC(=O)OC/C(O)=C(\C#N)c1nc2ccccc2[nH]1
18) CN(C)/C=C(/C(=O)c1ccccc1)S(=O)(=O)c1ccc(Cl)cc1
19) CCc1cc(=O)oc2cc(C)cc(OCC(=O)NCCCn3ccnc3)c12
20) O=C(O)c1cccc(NS(=O)(=O)c2cc(S(=O)(=O)c3ccc(Cl)cc3)ccc2Cl)c1
21) CS(=O)(=O)N(CCC#N)Cc1ccc(C=O)o1
22) CC(C)(C)NCc1ccccc1OCc1cccs1
23) O=C(Cc1cccs1)Nc1nc(-c2cccnc2)cs1
24) CCOC(=O)c1c(NC(=O)CSc2nnc(-c3ccncc3)n2Cc2ccco2)sc(C(C)=O)c1C

Screen / compound no.,17,18,19,20,21,22,23,24
IL-1B inflam inh,-28,-6,-4,0,30,?,4,-18
Nrf2 block,7%,4%,6%,2%,-2%,13%,9%,4%
A549 tox,-9%,-4%,2%,6%,-3%,-11%,-4%,-1%
TGFb SMAD3 inh,15%,?,0%,-3%,17%,0%,3%,?
ATXN2 expr inh,-27%,8%,0%,0%,1%,-12%,.,2%
MCF10A rereplic,12%,-1%,7%,-2%,-22%,3%,0%,-2%
HepG2 viability,-48%,1%,-2%,-9%,1%,-12%,-12%,-41%
S2 tox,?,i,i,i,i,i,i,i
Nrf2 ARE act,6.3%,0.4%,3.1%,-1.2%,-0.8%,0.0%,0.9%,1.6%

Sorted by value in TGFb SMAD3 inh (falling): 3 of the compounds above
#	mol	IL-1B inflam inh	TGFb SMAD3 inh
23	O=C(Cc1cccs1)Nc1nc(-c2cccnc2)cs1	4	3%
22	CC(C)(C)NCc1ccccc1OCc1cccs1	?	0%
14	CCN(CC(=O)NCc1cccs1)C(=O)COc1ccc(C(N)=O)cc1	7	-1%

The results go on:
25) CCCn1ncc(CN2CCC(CO)(CC3CCCCO3)CC2)c1C (stereo unspecified)
26) COc1cc(C(=O)Nc2ccc3c(c2)CCN3C(C)=O)cc(OC)c1OC
27) CCc1nc(SCC(=O)NCCc2ccccc2)c2oc3ccccc3c2n1
28) Cc1noc(C)c1S(=O)(=O)Nc1ccc(C(=O)Nc2ccc(OC(F)(F)F)cc2)cc1
29) O=C(OCC(=O)N1CCCC1=O)C1CCN(S(=O)(=O)c2ccc(Cl)c(C(F)(F)F)c2)CC1
30) c1ccc(CCn2nnnc2C(c2cccnc2)N2CCN(c3ccccc3)CC2)cc1 (stereo unspecified)
31) c1ccc(SCCOCCN2CCc3ccccc3C2)cc1
32) Cc1cc(NC(=O)CSc2nnnn2-c2cc(Cl)ccc2C)no1

Screen / compound no.,25,26,27,28,29,30,31,32
IL-1B inflam inh,2,0,-11,-3,13,-16,-8,59
Nrf2 block,-1%,?,-2%,-2%,9%,-1%,4%,?
A549 tox,1%,?,1%,-10%,-1%,-9%,5%,-3%
TGFb SMAD3 inh,-2%,-17%,16%,-5%,6%,-10%,0%,7%
ATXN2 expr inh,10%,.,-12%,?,.,0%,7%,15%
MCF10A rereplic,-2%,-7%,9%,?,-2%,?,3%,?
HepG2 viability,-9%,27%,-2%,2%,3%,-3%,-13%,17%
S2 tox,i,i,i,i,.,i,i,i
Nrf2 ARE act,0.0%,3.7%,-0.3%,-0.7%,-0.6%,-0.7%,2.2%,-1.0%

33) O=c1cc(C(F)(F)F)[nH]c(=O)n1C1CCCCC1
34) COC(=O)C1=C(C(=O)OC)[C@@H]2N(Cc3ccccc3)c3ccccc3[C@@]23C[C@@H](C(=O)OC)N(C(=O)c2ccc(Br)cc2)C3=N1
35) Cc1[nH]nc2c1C(c1ccsc1C)C(C#N)=C(N)O2 (stereo unspecified)
36) Cn1cccc1C(=O)C(=O)Nc1ccc(Cl)cc1
37) COc1cc2c(=O)c(C(=O)c3ccc(C)c(C)c3)cn(Cc3ccccc3F)c2cc1OC
38) CCCCN(CC)c1ncnc2c1sc1nc(N3CCOCC3)c3c(c12)CCCC3
39) Cc1ccc2c(c1)N(S(=O)(=O)c1ccc(CN3C(=O)c4cccnc4C3=O)cc1)CCO2
40) COC(=O)C(=O)Nc1cccc2cccnc12

Screen / compound no.,33,34,35,36,37,38,39,40
IL-1B inflam inh,31,8,?,7,.,.,18,.
Nrf2 block,-14%,16µM*,1%,7%,?,-5%,-4%,15%
A549 tox,-4%,-24%,3%,-2%,21µM*,-3%,-5%,-1%
TGFb SMAD3 inh,-4%,10µM*,-21%,12%,?,11%,-13%,13%
ATXN2 expr inh,-3%,?,-10%,0%,10%,5%,4%,.
MCF10A rereplic,-3%,?,0%,1%,.,.,0%,.
HepG2 viability,-9%,-10%,-49%,-5%,4%,0%,-11%,6%
S2 tox,i,?,i,?,?,i,i,.
Nrf2 ARE act,-0.7%,-1.0%,9.5%,7.9%,-3.5%,-0.7%,0.2%,.

41) O=C(N=C1SC2CS(=O)(=O)CC2N1c1ccc(Br)cc1Cl)C1CC1 (stereo unspecified)
42) CC1CCCCC1NC(=O)CCNS(=O)(=O)c1cc(Br)cnc1N (stereo unspecified)
43) Cc1nc2ccc(F)cc2cc1C(=O)Nc1cccc(Cl)c1C
44) O=C(NC1CC1)C1CCN(C(=O)c2ccc(Cl)cc2)CC1
45) O=C(O)c1ccccc1C(=O)OCCCCOC(=O)c1ccccc1C(=O)O
46) COc1ccc(CN2C(=O)c3ccccc3C2C(=O)NC2CCCC2)c(OC)c1 (stereo unspecified)
47) O=C(Cn1cnc2c(nnn2-c2ccccc2)c1=O)NCc1ccc(F)cc1
48) O=C(c1ccc(OC2CCN(C/C=C/c3ccc(F)cc3)CC2)cc1)N1CCCC1

Screen / compound no.,41,42,43,44,45,46,47,48
IL-1B inflam inh,12,33,30,1,9,14,-17,-71*
Nrf2 block,-1%,2%,11%,5%,-6%,.,7%,3%
A549 tox,-3%,-4%,-1%,3%,-11%,-5%,12%,-9%
TGFb SMAD3 inh,1%,?,0%,?,-1%,-26%,3%,-7%
ATXN2 expr inh,-1%,.,3%,-9%,-5%,-3%,-10%,-27%
MCF10A rereplic,-1%,-1%,14%,-6%,?,3%,14%,18%
HepG2 viability,0%,4%,3%,-17%,2%,-11%,3%,-82%
S2 tox,i,i,i,i,i,i,i,i
Nrf2 ARE act,-0.1%,3.5%,4.1%,0.1%,-0.2%,-1.0%,-1.1%,3.7%
